Screening results (PubChem BioAssay)
MRP1 act: H69AR viability gain despite doxorubicin, primary screen, MRP-1 activator project, H69AR cells, CellTiter-Glo | viability rescue | viability increase, % at 10 µM | actives 0.61% (n = 140,000);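 active = viability gain under doxorubicin at or above a set limit, the compound median plus 3 SD, cut at about 4.7% in these data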;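 note: MRP-1 overexpressing cells given doxorubicin 25 µM after compound pretreatment; 18-22 h compound pretreatment then 72 h with doxorubicin before readout; 0% = doxorubicin-only wells and 100% = vehicle-treated cells without doxorubicin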
Phagocyt inh: inhibitors of macrophage phagocytosis, primary screen, imaging, J774A.1 cells, IgG beads | J774A.1 macrophage IgG-bead phagocytosis | inhibition, % at 5 µM | actives 0.07% (n = 110,000) | AID 1029, 2008;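 active = inhibition above the mean of the plate negative controls plus 5 SD, cut at about 13% in these data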;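 note: phagocytic index as fraction of beads internalized from green versus red external bead signal; plate controls were DMSO negative control for no effect and cytochalasin-D positive control for full effect; some results beyond the cut were filed as inactive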
Yeast life ext: compounds extending yeast replicative lifespan, primary screen, S. cerevisiae, OD615 | AID 775, 2007 | inhibition of the nicotinamide effect, % at 10 µM | actives 0.68% (n = 130,000) | S. cerevisiae growth with nicotinamide; deaD strain in restrictive glucose medium;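 active = inhibition above a set limit, placed 3 SD over the median of all compounds, cut at about 26% in these data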;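 note: 0% = nicotinamide-treated wells and 100% = cells grown without nicotinamide; some compounds called inactive have numbers as strong as hits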
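Measured by: optical density (absorbance) at 615 nm; System: modified budding yeast, DeaD strain; Medium: restrictive CSMM-D dextrose medium; Timing: 4 h preincubation then 48 h treatment at 30 °C.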
GALR2 antag: GALR2 antagonists in receptor-expressing cells, primary screen | AID 828, 2007 | inhibition, % at 4 µM | actives 0.39% (n = 140,000) | antagonist mode; in the data active = inhibition above about 27%;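 note: cells stimulated with galanin 1-16 at roughly its EC80; 0% = agonist challenge control and 100% = basal control without agonist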
Target sequence (O43603 whole entry, looked up): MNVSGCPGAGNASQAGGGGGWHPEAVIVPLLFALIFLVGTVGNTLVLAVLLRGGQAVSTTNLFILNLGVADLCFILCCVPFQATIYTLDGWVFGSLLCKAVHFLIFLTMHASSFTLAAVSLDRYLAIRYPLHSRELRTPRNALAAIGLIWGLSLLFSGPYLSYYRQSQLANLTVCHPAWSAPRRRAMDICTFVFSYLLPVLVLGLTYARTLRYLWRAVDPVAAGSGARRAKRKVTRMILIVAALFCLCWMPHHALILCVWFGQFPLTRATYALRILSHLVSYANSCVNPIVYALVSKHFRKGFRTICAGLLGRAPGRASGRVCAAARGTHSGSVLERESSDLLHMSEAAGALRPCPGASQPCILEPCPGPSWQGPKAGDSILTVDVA
HCT116 PTEN-null: growth suppression of PTEN-null HCT116, primary screen, cell-based, CellTiter-Glo. HCT116 PTEN-null viability, 60 h; active compounds read low. viability, % at 10 µM. actives 1.2% (n = 140,000);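 active = viability at or below a set limit, 4 SD under the median of all tested compounds, cut at about 3.7% in these data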;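 note: PTEN knockout HCT116 line with beta catenin targeted HCT116 as companion control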
Yeast growth inh: growth inhibitors of yeast BB579 in restrictive medium, primary screen, yeast lifespan-shortening project, S. cerevisiae; OD615, 48 h; inhibition, % at 10 µM; actives 0.51% (n = 140,000); AID 804, 2007;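 active = inhibition above a set limit, 3 SD over the mean compound inhibition, cut at about 44% in these data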; note: inactives centre near -24
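System: Saccharomyces cerevisiae DeaD strain BB579, replicative lifespan model yeast. Buffer or medium: restrictive glucose-based CSMM-D medium. Doses: one dose, 10 µM compound with 0.25% DMSO. Timing: 4 h preincubation and 48 h exposure at 30 °C. Detection: turbidity as optical density at 615 nm. Benchmarks: amphotericin B 10 µg/mL, positive.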
bCat KO growth: primary screen for growth suppressors in beta-catenin knockout HCT116 cells (colon tumor, human). HCT116 beta-catenin knockout viability, CellTiter-Glo, 60 h; active compounds read low. viability, % at 10 µM. actives 1.5% (n = 140,000). AID 818, 2007;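 active = viability at or under a set limit, the compound median less 4 SD, cut at about 6% in these data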;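 note: 0% = Hyamine 1622 control at 20 µM and 100% = untreated cell control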
E-sel TNF inh: E-selectin induction blockers in HUVEC – imaging, immunofluorescence, high content, primary screen. HUVEC TNFa-induced E-selectin immunofluorescence. inhibition, % at 2 µM. actives 0.71% (n = 120,000). AID 1246, 2008;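 active = inhibition above the batch mean plus 3 SD, and confirmed as a hit on visual image review, cut at about 43% in these data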;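 note: 0% = TNF-stimulated DMSO wells and 100% = unstimulated control wells; not every result past the cut was called active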
NPY Y2 blocker: NPY-Y2 receptor antagonists, primary screen, cell-based. Neuropeptide Y receptor type 2 (Homo sapiens), P49146. NPY-Y2 expressing cells, antagonist mode. inhibition, % at 2.7 µM. actives 0.99% (n = 140,000). AID 793, 2007; in the data active = inhibition above about 17%;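 note: 0% = vehicle with agonist challenge and 100% = reference antagonist with challenge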
Target sequence (P49146 whole entry, looked up): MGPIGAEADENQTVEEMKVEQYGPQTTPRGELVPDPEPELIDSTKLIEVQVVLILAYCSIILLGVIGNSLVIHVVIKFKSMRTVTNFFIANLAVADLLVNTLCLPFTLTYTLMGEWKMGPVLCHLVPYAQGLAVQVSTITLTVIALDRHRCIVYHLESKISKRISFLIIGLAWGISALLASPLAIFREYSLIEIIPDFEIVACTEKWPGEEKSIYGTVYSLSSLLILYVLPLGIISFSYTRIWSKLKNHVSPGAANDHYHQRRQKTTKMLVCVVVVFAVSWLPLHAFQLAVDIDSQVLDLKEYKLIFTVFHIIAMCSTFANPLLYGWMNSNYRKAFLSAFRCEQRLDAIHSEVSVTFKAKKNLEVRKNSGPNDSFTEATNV
Measles CPE: compounds protecting cells from measles virus cytopathic effect, primary screen, measles RdRp inhibitor project, single point, MLSMR library, absorbance; Measles virus-infected cells, CPE protection; protection (pct of control), % at 4 µM; actives 1.5% (n = 140,000); in the data active = protection mostly above about 24%, no sharp cut-off; inactive = mostly below about 26%; note: some compounds called inactive have numbers as strong as hits
* hit, by the source's call; · = no result given.

SMILES	MRP1 act	Phagocyt inh	Yeast life ext	GALR2 antag	HCT116 PTEN-null	Yeast growth inh	bCat KO growth	E-sel TNF inh	NPY Y2 blocker	Measles CPE
O=C(O)CCCC(=O)Nc1cccc(C(F)(F)F)c1	-0.5	-2	-5	10	101	-25	103	-25	-2	22
O=C1c2ccncc2C(=O)N1CO	2.1	-1	-8	-8	90	-17	83	·	-2	12
Cc1cc(NC(CC(C)C)C(=O)O)nc(Cc2ccccc2)n1 (configuration not stated)	-0.5	-1	-1	6	100	-41	90	-23	2	1
CCCCn1c(=O)c(CCC(=O)OCC(=O)Nc2ccc(C)c(Cl)c2)nc2ccccc21	-1.5	-7	4	-7	94	-12	93	-4	6	23
CCCCC(CC)C1OCC(CN2CCCC2)O1 (configuration not stated)	-3.0	-7	-3	3	82	-19	70	4	0	3
CN1CCN(c2ccccc2NC(=O)c2cc(Br)ccc2Cl)CC1	-2.7	-2	-10	24	84	-3	84	13	2	15
Cc1ccc(C(=O)N/N=C/c2ccc3c(c2)OCO3)o1	1.1	-4	-4	-5	93	-27	83	·	3	12
CCCOc1cc(C)c(S(=O)(=O)n2nnc3ccccc32)cc1C	0.3	0	-7	-13	104	-49	96	-34	8	3
Cn1c(=O)c2c(nc(CN3CCC(C(N)=O)CC3)n2CCc2ccccc2)n(C)c1=O	-2.8	6	1	3	90	-31	87	8	2	10
CCc1cccc(NC(=O)CCC(=O)O)c1	-2.2	-2	-2	1	103	-23	97	58	2	4
CC(C)c1ccc(Nc2ncccc2C#N)cc1	-2.8	-1	-13	15	85	-25	80	-18	3	11
c1ccc(-c2onc3c2CCCC3)cc1	1.8	·	-9	21	111	-19	110	-15	3	5
CCC(=O)OCCn1c(=O)c2cc3c(=O)n(CCOC(=O)CC)c(=O)c3cc2c1=O	-0.3	0	-11	-9	106	-30	106	-17	-2	20
N#CC(C(=O)NCc1ccco1)c1nc2ccccc2nc1N1CCOCC1 (configuration not stated)	-4.5	-2	-10	21	84	-12	84	14	8	9
COC(=O)c1ccccc1NC(=O)C1CCCCC1C(=O)O (configuration not stated)	1.1	0	7	4	105	-26	93	6	4	5
CC1(C)SC2c3ccccc3C(=O)N2[C@@H]1C(=O)NCc1ccco1 (some centres not stated)	-1.6	-1	-5	0	96	-4	100	5	-1	12
CCC1CCCCN1CCCNC(=O)COc1cc(=O)n(C)c2ccccc12 (configuration not stated)	-1.1	1	-5	8	95	-6	92	·	4	4
Cc1nc2nc(SCC(=O)c3cccc([N+](=O)[O-])c3)[nH]c2cc1Br	-1.0	-2	-5	17	80	-38	91	·	10	29
Cn1c(=O)[nH]c(=O)c2c1nc(N1CCN(c3ccccc3)CC1)n2CCSc1ncccn1	-3.3	0	-7	12	94	-36	86	-4	3	11
Cc1ccc2nc(SCc3cn4cccnc4n3)[nH]c2c1	-1.1	-10	-3	4	88	-1	95	·	2	10

Overlap with the part before: 3 compounds; new compounds follow.
SMILES	MRP1 act	Phagocyt inh	Yeast life ext	GALR2 antag	HCT116 PTEN-null	Yeast growth inh	bCat KO growth	E-sel TNF inh	NPY Y2 blocker	Measles CPE
Cc1nc2nc(SCC(=O)c3cccc([N+](=O)[O-])c3)[nH]c2cc1Br	-1.0	-2	-5	17	80	-38	91	·	10	29
Cn1c(=O)[nH]c(=O)c2c1nc(N1CCN(c3ccccc3)CC1)n2CCSc1ncccn1	-3.3	0	-7	12	94	-36	86	-4	3	11
Cc1ccc2nc(SCc3cn4cccnc4n3)[nH]c2c1	-1.1	-10	-3	4	88	-1	95	·	2	10
COc1ccccc1OCc1nc2ccccc2[nH]1	-1.1	-1	-17	2	90	-7	95	-7	1	19
CC(=O)Nc1ccc(/C=N/NC(=O)c2cc3cc(C)ccc3nc2C)cc1	-1.7	-1	1	8	93	-35	93	-3	-1	15
O=C(Nc1ccc(O)cc1)c1ccc2c(c1)C(=O)N(Cc1ccco1)C2=O	-1.1	-3	-4	5	113	11	100	-12	-2	17
O=C(NNC(=S)Nc1cccc2ccccc12)c1cccc(Br)c1	-2.9	0	-15	-5	72	-16	76	·	8	6
CC(=O)OC[C@H]1O[C@@H](O/N=C/C[C@@H]2C=C[C@H](OC(C)=O)[C@@H](COC(C)=O)O2)[C@H](OC(C)=O)[C@@H](OC(C)=O)[C@@H]1OC(C)=O	-3.4	·	-1	-1	85	-15	90	·	-2	5
Cn1c(=O)c2cc(S(=O)(=O)NC(C(=O)NCc3ccccn3)c3ccccc3)ccc2n(C)c1=O (configuration not stated)	-2.3	-1	-8	4	83	-11	77	24	1	8
COc1ccc(C2C(C(C)=O)=C(C)Nc3ncnn32)cc1OC (configuration not stated)	-0.9	-1	-1	5	107	-14	98	-30	0	16
CN1CCN(C(=O)c2ccc(COc3ccc(Cl)cc3Cl)cc2)CC1	-2.0	-1	-14	8	77	-10	78	-3	3	8
CCOC(=O)c1cc2sccc2n1CC(=O)OC	-1.6	5	-20	-5	98	-4	101	·	-1	29
O=C(Nc1ccccn1)N1CCOCC1	-1.8	·	-9	-10	99	13	97	-20	-1	9
N#Cc1ccc(CSc2nnc(NC(=O)CN3C(=O)C4CC=CCC4C3=O)s2)cc1 (configuration not stated)	-0.8	-1	-8	3	94	-55	102	·	2	7
CC(C)NC(=S)N/N=C/c1ccc(N2CCOCC2)cc1	-0.7	-9	-2	-5	91	10	90	-10	2	3
O=C1CN(c2ccccc2Cl)C(=O)CN1c1ccccc1Cl	-2.3	-1	-6	-11	84	-6	86	-42	4	4
COC(=O)c1nnn(CC(=O)NC(=O)Nc2c(C)cccc2C)c1C(=O)OC	-0.1	-5	0	3	104	-45	95	-10	-2	10
COc1ccc(-c2cc(OC(=O)c3ccc(F)cc3)c3c(C)oc(C)c3c(=O)c2)cc1	-3.3	-2	9	-15	82	-45	92	·	2	1
CC(=O)c1cnc(Nc2nc(C)c3ccccc3n2)nc1C	0.2	-5	-11	-16	107	-52	99	-20	2	11
CCCSc1oc(-c2ccco2)nc1S(=O)(=O)c1ccccc1	1.6	8	5	-2	88	-18	89	1	5	8
CCOC(=O)CC1C(=O)NCCN1Cc1cccc(OC)c1 (configuration not stated)	-2.2	0	-10	-3	99	18	100	18	0	14
O=C1c2c(O)cc(O)cc2O[C@@]12c1c(cc(O)c3c1O[C@H](c1ccc(O)cc1)[C@@H](O)C3)O[C@@H]2c1ccc(O)cc1	-0.8	·	-2	2	98	-35	101	·	0	6
COc1ccc(OC)c(C(=O)CSc2nnc(-c3cccs3)o2)c1	-2.9	-1	-14	-4	81	-17	88	23	9	4
Cc1ccc(S(=O)(=O)N2CCOCC2)cc1C(=O)NCc1ccco1	-3.3	2	1	-16	102	-29	98	·	10	4
COc1ccc(C(=O)Nc2cc(C(=O)NCCc3ccccc3)ccc2Cl)cc1	-3.3	0	-8	0	95	-8	95	-6	1	28
CCCOc1ccc(-c2c(C(=O)N/N=C/c3ccc(OCC)cc3)nnn2-c2nonc2N)cc1	1.8	10	3	-3	86	-18	81	·	1	8
COc1ccc(NC(C)=O)cc1NC(=O)CN1CCN(C2c3ccccc3-c3ccccc32)CC1	-2.4	·	-14	0	24	1	33	·	0	9
Cc1ccc(C(=O)c2coc3ccc(OCC(=O)O)cc23)cc1	-0.6	-1	-17	-2	111	-41	90	·	9	19
CCOC(=O)Cc1csc(NC(=S)NC(=O)c2ccc([N+](=O)[O-])cc2)n1	-0.3	0	-2	-4	99	-15	93	·	2	14
CCC/C(=N/NC(=O)c1csc(C)c1C)c1ccc(Cl)s1	1.7	-2	-9	-4	105	-36	105	-31	2	5
C=CCc1ccc(OCCOc2cccc3ccc(C)nc23)c(OC)c1	-2.4	·	-4	-6	91	5	84	12	5	23
O=C(CN1C(=O)NC2(CCCCCCC2)C1=O)NCc1cccs1	-1.0	-10	-5	-4	89	2	96	·	-1	5
CC1Sc2n(c3ccccc3[n+]2C)N=C1c1ccccc1 (configuration not stated)	-3.0	-10	5	1	10	-11	10	·	1	31
O=c1[nH]cnc2c1nc(SCc1ccccc1)n2C1OC(CO)C(O)C1O (configuration not stated)	0.2	-2	2	5	99	-12	102	-6	-2	7
Cc1cccc(C)c1N=C1SC(CC(=O)Nc2c(C)cccc2C)C(=O)N1CCc1ccccn1 (configuration not stated)	-2.7	-4	4	10	64	11	66	10	5	22
COc1cccc(C(=O)O/N=C(\N)c2ccc([N+](=O)[O-])cc2)c1	0.9	·	-10	-3	107	-15	96	2	-1	3
O=C(OCc1cnc(Cl)s1)c1cccc(Cl)c1	-1.4	4	-16	-5	93	-13	93	-14	1	4
CCS(=O)(=O)n1nc(C(=O)N2CCOCC2)nc1N	0.1	0	-4	8	109	-39	95	-41	3	4
CCN(CC)S(=O)(=O)c1cc(NC(=O)COC(=O)Cn2cnc3ccccc32)ccc1C	0.6	4	-1	6	97	-33	90	8	6	6
COc1cccc(NC(=S)N(CCc2nc3cc(C)c(C)cc3[nH]2)Cc2cccnc2)c1	-1.5	·	-2	6	90	-36	91	26	1	9
Cc1ccccc1N(C(=O)c1cccs1)c1nc2ccccc2s1	-3.8	-2	-14	-4	27	-60	25	·	11	4
CCOC(=O)Cn1c(=O)oc2cc(S(=O)(=O)Nc3cc(OCC)ccc3OCC)ccc21	-1.0	-3	-8	1	75	-29	76	-15	0	12
Cc1cc(C)c(NC(=O)C2CCCN2CCOC(=O)c2ccccc2)c(C)c1 (configuration not stated)	-2.5	5	8	-8	78	-27	78	·	7	6
COc1ccc(CNC(=O)Cn2cnc3c(=O)n(C)c(=O)n(C)c32)cc1	-0.4	2	-12	-1	106	-47	93	-14	-5	4
O=C(NC(=S)Nc1cc(C(F)(F)F)ccc1Cl)c1ccccc1	-2.2	·	0	6	89	-37	90	-54	3	1
O=C(Oc1cccc(Oc2ccccc2)c1)N1CCOCC1	4.2	1	-13	-2	102	16	94	6	2	4
CCN(CC(=O)NC1CCS(=O)(=O)C1)S(=O)(=O)c1ccc(F)cc1 (configuration not stated)	-2.5	-6	6	2	95	-6	102	·	1	6
O=C(/C=C/c1ccccc1)N/C(=C/c1ccccc1)C(=O)NCCO	-3.6	·	-22	-3	105	8	119	-48	3	7
Clc1ccc(-c2nc3ccccc3nc2-c2ccccc2)cc1	0.4	-3	1	2	71	-43	80	·	6	13
COc1ccccc1OC1=NS(=O)(=O)c2ccccc21	-0.4	5	12	-3	102	-23	97	·	4	7
O=C(NCc1ccccc1Cl)C1CCN(S(=O)(=O)N2CCCCC2)CC1	-1.1	2	-4	-5	101	-18	97	·	0	8

This is a random part of the collection; any-hit rate near 6.4%.
